G6PDH counter: inhibits Leuconostoc G6PDH, flagging false hits in G6PDH-based assays; Purified L. mesenteroides G6PDH, diaphorase/resazurin coupled fluorescence, 45 min; inhibition, % at 5 µM; hit rate 0.12% among 200,000; AID 1020; in the data active = inhibition above about 50%
TLR4-MyD88 BLA: TLR4-MyD88 interaction inhibition in cells; O00206+Q99836; inhibition, % at 8.4 µM; hit rate 0.18% among 200,000; HeLa CL3-4 TLR4/MyD88 BLA complementation, FRET ratio; in the data active = inhibition above about 25%;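 also: 0% = vehicle and 100% = reference inhibitor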
Target sequence (O00206 whole entry, looked up): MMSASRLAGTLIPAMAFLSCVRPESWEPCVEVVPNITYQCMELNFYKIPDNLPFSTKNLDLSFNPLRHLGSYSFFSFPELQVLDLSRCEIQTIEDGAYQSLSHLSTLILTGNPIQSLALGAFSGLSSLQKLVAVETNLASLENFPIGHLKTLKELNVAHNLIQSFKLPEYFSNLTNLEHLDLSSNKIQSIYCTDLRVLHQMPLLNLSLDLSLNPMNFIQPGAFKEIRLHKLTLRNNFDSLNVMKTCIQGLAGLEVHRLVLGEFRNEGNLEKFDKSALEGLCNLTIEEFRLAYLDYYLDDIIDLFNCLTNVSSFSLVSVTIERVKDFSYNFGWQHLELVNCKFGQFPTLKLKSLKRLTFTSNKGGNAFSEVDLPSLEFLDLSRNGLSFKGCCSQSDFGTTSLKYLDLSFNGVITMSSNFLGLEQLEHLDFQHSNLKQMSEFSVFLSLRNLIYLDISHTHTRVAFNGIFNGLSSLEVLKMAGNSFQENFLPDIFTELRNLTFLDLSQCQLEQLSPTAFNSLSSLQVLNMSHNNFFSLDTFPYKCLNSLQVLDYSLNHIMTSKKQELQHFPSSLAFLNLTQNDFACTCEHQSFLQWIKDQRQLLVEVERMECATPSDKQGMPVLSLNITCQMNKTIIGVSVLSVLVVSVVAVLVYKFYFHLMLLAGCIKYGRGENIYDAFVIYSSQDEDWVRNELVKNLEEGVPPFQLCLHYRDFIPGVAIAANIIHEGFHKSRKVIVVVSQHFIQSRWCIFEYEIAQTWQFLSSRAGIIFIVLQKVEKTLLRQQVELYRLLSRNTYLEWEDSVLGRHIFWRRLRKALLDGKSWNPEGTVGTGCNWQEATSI
Target sequence (Q99836 whole entry, looked up): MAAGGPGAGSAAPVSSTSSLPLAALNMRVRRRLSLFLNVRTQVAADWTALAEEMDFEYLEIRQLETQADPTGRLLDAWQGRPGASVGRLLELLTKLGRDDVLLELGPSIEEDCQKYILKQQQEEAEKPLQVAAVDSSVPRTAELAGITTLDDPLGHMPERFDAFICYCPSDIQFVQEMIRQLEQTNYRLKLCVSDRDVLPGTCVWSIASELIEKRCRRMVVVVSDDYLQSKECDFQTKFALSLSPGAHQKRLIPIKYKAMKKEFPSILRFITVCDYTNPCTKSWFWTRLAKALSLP
STAT3 inh: reduces IL-6 driven STAT3 reporter signal | AID 862 | hit rate 0.89% among 190,000 | U3A cells, IL-6 STAT3-luciferase reporter, luminescence; host cell line lacks STAT1 | inhibition, % at 5.5 µM;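 active = inhibition above the mean inhibition across all screened compounds plus 3 SD, cut at about 44% in these data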;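 also: 0% = DMSO only wells and 100% = 100 µM nifuroxazide control wells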
STAT3 act: STAT3 signaling activation. U3A cells, IL-6 STAT3-luciferase reporter, luminescence; 100% = signal with IL-6 EC80 alone. activation (% of control), % at 5.6 µM. hit rate 0.91% among 190,000;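 active = activation above the screen-wide mean of compound activation plus 3 SD, cut at about 130% in these data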;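 also: 0% = background luminescence of wells with medium and substrate only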
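Material: STAT3-luciferase reporter U3A cells; Probe or stimulus: IL-6 (33 ng/mL); Incubation: compound pre-incubation 1 h before IL-6, then 6 h stimulation at 37 °C; Technique: luminescence from STAT3-driven luciferase reporter; Evaluation: % activation versus median of IL-6-stimulated wells; Controls: IL-6-only high control.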
APP transl inh: APP translation inhibition. SH-SY5Y APP 5'UTR-luciferase reporter, luminescence. inhibition, % at 2 µM. hit rate 0.82% among 190,000. AID 1285;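 active = inhibition above a set limit, derived from the sample mean plus 3 SD, cut at about 45% in these data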; also: values of inactives mirror those of a sister screen read the other way
Hsp70 activator: switches on Hsp70 transcription; hit rate 0.04% among 200,000; HeLa Hsp70 promoter luciferase reporter, luminescence; scaled: vehicle 0, proteasome-inhibitor control 100%; activation, % at 10 µM;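 active = activation above the mean across all tested compounds plus 3 SD, cutoff set per campaign, cut at about 5.5% in these data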;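 also: 100% = MG132 at 30 µM as the positive control and 0% = DMSO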
Diaph inh CS: diaphorase inhibition or chemical oxidation counter-screen; diaphorase resazurin-to-resorufin fluorescence, NADH, 16 min; bacterial (C. kluyveri) enzyme, not human; inhibition, % at 20 µM; hit rate 0.69% among 190,000; AID 1217;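 active = primary screen inhibition at 20 µM above a set limit, cut at about 50% in these data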;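 also: plate controls were DMSO with full reaction for no effect and wells lacking NADH for full effect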
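Assay system: diaphorase enzyme from Clostridium kluyveri. Quantity: enzyme working solution with 0.14 U/mL diaphorase. Schedule: reaction incubation of 16 min at room temperature. Technique: resorufin fluorescence, excitation 544 nm, emission 590 nm. Controls: No-NADH positive control and DMSO neutral control.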
STAT1 inh: reduces IFN-gamma driven STAT1 reporter signal. NIH 3T3 STAT1-luciferase reporter, luminescence. inhibition, % at 5.5 µM. hit rate 0.35% among 200,000. AID 920;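 active = inhibition above a set limit, the mean inhibition across all tested compounds plus 3 SD, cut at about 34% in these data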;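 also: 0% = IFN-gamma with DMSO and 100% = IFN-gamma with 300 µM nifuroxazide; values of inactives mirror those of a sister screen read the other way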
Diaphorase act: activates diaphorase or chemically reduces, flagging diaphorase assay artifacts | Diaphorase/resazurin coupled assay, resorufin fluorescence, 16 min; active compounds read high; 1 = vehicle wells, 0 = NADH-free wells | AID 1229 | activation factor at 20 µM | hit rate 0.005% among 190,000;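 active = diaphorase activity raised at least twofold by the compound at 20 µM; inactive = activation factor below 2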
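Material: bacterial diaphorase enzyme (C. kluyveri); amount: enzyme 0.07 U/mL final; reagent: NADH substrate 0.114 mM plus resazurin dye 0.1 mM, final; doses: single compound dose of 20 µM, 1% DMSO final; timing: 16 min enzyme reaction, ambient temperature; measured by: fluorescence of resorufin, 544 nm excitation, 590 nm emission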
STAT1 act: activators of IFN-gamma induced STAT1 signaling; AID 932; activation (% of control), % at 5.5 µM; NIH 3T3 STAT1-luciferase reporter, luminescence; 100% = IFN-gamma alone, no compound; hit rate 2.6% among 200,000;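 active = activation above the screen-wide mean activation plus 3 SD, cut at about 130% in these data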;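 also: raw ratio to IFN-gamma control signal so 100% means no change and 0% no light; values of inactives mirror those of a sister screen read the other way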
Starred values were filed as active, the others as inactive; nt = no result given. An unsorted share of the library; 6.1% or so of the library scored in one or more.

SMILES	G6PDH counter	TLR4-MyD88 BLA	STAT3 inh	STAT3 act	APP transl inh	Hsp70 activator	Diaph inh CS	STAT1 inh	Diaphorase act	STAT1 act
CN1C(=O)CSc2ccc(NC(=O)N3CCN(c4ccccc4)CC3)cc21	-5	-2	21	85	-23	0.5	10	18	0.9	82
O=C(CN1CCOCC1)N/N=C/C(Br)=C\c1ccccc1	3	4	1	103	18	-0.2	14	13	0.9	89
COCc1c(C(=O)OC/C(O)=C(\C#N)c2nc3ccccc3[nH]2)oc2ccccc12	6	4	8	95	7	-0.1	18	9	0.8	92
COc1ccc(-n2c(=S)[nH]c3cc(C(=O)Nc4cc(OC)c(OC)c(OC)c4)ccc3c2=O)c(OC)c1	-5	-3	6	98	-8	-0.3	14	3	0.9	96
CCN(CC)C(=O)C(C)N(C#N)c1nc(Cl)nc(N(C)C)n1 (centres undefined)	3	3	4	103	12	0.2	9	22	0.9	77
COc1cccc(NC(=O)COC(=O)Cc2ccccc2[N+](=O)[O-])c1	6	2	-1	105	-16	0.0	-1	4	1	98
COc1cc2c(cc1NC(=O)c1cccc(S(=O)(=O)N(C)C)c1)oc1ccccc12	-6	-4	6	96	-20	0.0	-1	-38	1	134*
COc1ccccc1N1CCN(Cc2ccc(OC)c3ccccc23)CC1	1	7	15	92	-9	-0.1	22	9	0.8	92
CC(=O)NC1CC2CCCC(C1)N2C(=O)Nc1ccc(Cl)c(C(F)(F)F)c1 (centres undefined)	3	12	13	93	15	-0.2	11	12	0.9	89
CCOc1ccccc1NC(=O)c1cc(Cl)ccc1NC(=O)c1ccco1	-31	14	11	95	20	-0.3	4	11	1	90
Cc1cc(C(=O)CSc2nnc(-c3ccccc3F)o2)c(C)n1Cc1cccs1	0	-5	6	97	-14	0.2	28	11	0.7	90
CCn1c(Cc2c(C)[nH]c3ccccc23)n[nH]c1=S	3	20	-2	104	16	0.0	15	-1	0.8	100
CN(C)c1nc(N)nc(CSc2nnnn2-c2ccc(F)cc2)n1	-2	5	0	106	12	0.2	8	0	0.9	100
C=C1CSc2nc3ccccc3c(=O)n21	1	7	2	99	-5	-0.2	8	-2	0.9	106
O=C(O)CC1S/C(=N/N=C/C2CC=CCC2)NC1=O (centres undefined)	4	6	2	102	-15	0.3	17	2	0.8	97
CN1CC(=O)N(CC(=O)Nc2ccc(N(C)C)cc2)c2ccccc2C1=O	7	6	-1	104	-14	-0.2	1	-2	1	102
Cc1ccc(S(=O)(=O)Oc2ccc(/C=C(/NC(=O)c3ccccc3)C(=O)Nc3ccccc3)cc2)cc1	11	-8	8	96	-14	-0.3	2	5	1	96
COC(=O)Nc1ccc(Cc2ccncc2)cc1	8	7	-12	115	0	0.7	11	3	0.9	96
COC(=O)c1oc2ccc(Br)cc2c1NC(C)=O	-13	0	9	97	-6	0.0	3	-1	1	101
COc1ccc(C(=O)NNc2ccccc2)cc1OC	4	-19	-2	111	-6	-0.3	22	0	0.8	100
OCCN1CCN(c2nc(NCc3ccco3)c3ccccc3n2)CC1	1	4	3	100	-20	-0.5	2	3	1	97
N#Cc1c(-c2ccco2)nc(SCC(=O)Nc2cccc(Cl)c2)[nH]c1=O	-4	7	0	105	0	0.1	10	-5	0.9	105
COc1ccc(C2CC(c3ccccc3)=NN2C(=O)COC(=O)c2cccc(S(=O)(=O)N(C)C)c2)cc1 (centres undefined)	-23	13	8	95	13	-0.2	11	-1	0.9	101
O=C1N/C(=N\N=C\c2ccccn2)SC1Cc1cccc(SC(F)F)c1 (centres undefined)	-2	1	10	99	-9	0.0	-2	-5	1	101
O=C(CCl)N(c1ccc(Cl)cc1)c1c[nH]c2ccccc12	-4	19	34	75	18	-0.3	0	23	1	79
CCN(CC)C(=O)c1cn(C)c(=O)c2cc(OC)c(OC)cc12	2	11	2	102	-24	-0.3	16	0	0.8	102
COC(=O)c1ccc(OCCOc2ccc(C(=O)OC)cc2)cc1	12	2	-3	103	15	-0.1	8	4	0.9	102
CCOC(=O)c1cccc(NC(=O)CNS(=O)(=O)c2cccs2)c1	11	9	9	95	-8	-0.4	7	-2	0.9	102
COc1cc(OC)c(C2N(c3ccccn3)C(=O)C3CCCN32)cc1OC (centres undefined)	2	7	16	93	2	-0.3	14	0	0.9	100
Cc1cc(C)c(S(=O)(=O)Nc2ccc(-c3cn4ccccc4n3)cc2)c(C)c1	7	12	20	89	6	-0.2	19	-6	0.8	106
COc1ccc(-c2nc3c([nH]2)c(=O)n(C)c(=O)n3C)c(OC)c1	6	5	-37	134*	2	-0.2	6	-2	0.9	102
Cc1ccc(-n2cc[nH]c2=S)c(C)c1	4	-1	-2	104	-6	-0.3	21	1	0.8	100
O=C(NCCCl)C1Cc2c(ccc3ccccc23)O1 (centres undefined)	13	-13	12	99	10	-0.2	-7	-8	1.1	105
Cn1cc(Br)c(C(=O)NNC(=O)Nc2ccccc2C(F)(F)F)n1	9	9	0	103	3	-0.1	13	-5	0.9	103
Cc1nc2nc[nH]n2c(=O)c1CCC(C)C	8	-10	4	99	8	-0.2	-2	10	1	91
C=C1N(c2ccc(Cl)cc2)C(=O)OC1(C)C	11	12	3	99	-10	-0.1	2	4	1	96
O=C(N/C(=C\c1ccccc1)C(=O)N1CCCCCC1)c1ccccc1	16	2	-3	105	7	-0.5	12	1	0.9	97
COc1ccc(CC(=O)OCC(=O)Nc2ccc(Br)cc2)cc1	-6	8	4	103	-1	0.0	5	-8	0.9	106
COc1ccccc1/C=C/C(=C1/C(=O)N(c2ccccc2)N=C1C)c1ccc(C)cc1	19	9	-13	109	-4	-0.1	14	-7	0.9	107
Cc1cccc(C)c1NC(=O)c1ccc(-n2cncn2)nc1	-6	-4	-10	110	4	-0.3	-4	2	1	98
CCCC(=O)Nc1nnc(C2CCCO2)s1 (centres undefined)	6	-15	4	100	-18	-0.2	17	1	0.8	98
COc1ccccc1N(CC(=O)Nc1c(C)n(C)n(-c2ccccc2)c1=O)S(=O)(=O)c1ccc(C)cc1	4	1	13	98	13	-0.1	7	-2	0.9	101
CC(C)(CC(=O)O)Cc1nc(-c2ccc(Cl)cc2)no1	-2	-11	12	94	-18	0.7	12	-6	0.9	106
Cc1ccccc1OCC(=O)NNC(=O)CN1C(=O)c2ccccc2C1=O	-11	5	2	101	-9	-0.4	6	-1	0.9	101
O=C(O)CCNS(=O)(=O)c1ccc(Oc2ccccc2Cl)cc1	4	9	4	103	6	-0.3	5	2	1	98

Exported as a markdown table: part of the list above.
| Compound | G6PDH counter | TLR4-MyD88 BLA | STAT3 inh | STAT3 act | APP transl inh | Hsp70 activator | Diaph inh CS | STAT1 inh | Diaphorase act | STAT1 act |
| --- | --- | --- | --- | --- | --- | --- | --- | --- | --- | --- |
| CCCC(=O)Nc1nnc(C2CCCO2)s1 (centres undefined) | 6 | -15 | 4 | 100 | -18 | -0.2 | 17 | 1 | 0.8 | 98 |
| COc1ccccc1N(CC(=O)Nc1c(C)n(C)n(-c2ccccc2)c1=O)S(=O)(=O)c1ccc(C)cc1 | 4 | 1 | 13 | 98 | 13 | -0.1 | 7 | -2 | 0.9 | 101 |
| Cn1cc(Br)c(C(=O)NNC(=O)Nc2ccccc2C(F)(F)F)n1 | 9 | 9 | 0 | 103 | 3 | -0.1 | 13 | -5 | 0.9 | 103 |

Further entries.
SMILES	G6PDH counter	TLR4-MyD88 BLA	STAT3 inh	STAT3 act	APP transl inh	Hsp70 activator	Diaph inh CS	STAT1 inh	Diaphorase act	STAT1 act
COC(=O)/C(N=Nc1c(C)n(C)n(-c2ccccc2)c1=O)=C(\C)O	-8	9	-7	109	12	-0.4	3	-8	1	107
C(=N\N=C\c1ccccc1)/c1ccccc1	7	-14	4	102	-36	-0.2	0	-64	1	158*
CCOC(=O)NC1(Nc2ccc(C)cc2)Oc2ccccc2O1	17	-11	8	97	22	-0.2	54*	-8	0.5	107
COC(=O)C1C(O)=CC(=O)CC1C (centres undefined)	7	-1	9	95	-16	0.3	6	2	0.9	98
Cc1ccc2nc(-c3ccccc3)cn2c1	1	-4	103*	11	-3	-0.4	11	84*	0.9	23
O=C(CSc1nnnn1CCCO)Nc1ccc2c(c1)OCO2	-1	-1	-2	106	2	0.9	0	-3	1	100
O=C(Oc1c(-c2ccccc2)oc2ccccc2c1=O)c1ccccc1	4	-2	11	95	-10	0.9	18	2	0.8	98
Cc1cc(C)cc(NC(=O)CN2CCN(CCN=CC3=C(O)CC(c4ccc(Cl)cc4)CC3=O)CC2)c1 (centres undefined)	16	5	-1	106	2	-0.2	35	-1	0.7	101
O=C(CNC(=O)OCc1ccccc1)NC1CCCCCCC1	6	-7	-4	107	-3	-0.3	14	1	0.9	99
CC(CN1CCOCC1)OC(=O)Cc1ccc(Cl)cc1 (centres undefined)	9	1	2	103	9	2.1	-3	0	1	98
Nc1cc(=O)[nH]c(=O)n1Cc1ccco1	-2	5	-1	102	6	0.5	-1	-2	1	105
COc1ccc(S(=O)(=O)N2CCC(C(=O)NCc3ccco3)CC2)cc1	-1	-10	1	101	-7	0.0	0	2	1	102
COC(=O)CSc1nnc(SCc2ccc(OC)cc2)s1	7	-7	11	95	-2	-0.1	6	9	0.9	92
COc1cccc(CN2CCNC(=O)C2CC(=O)O)c1OC (centres undefined)	-2	-3	8	100	18	-0.1	6	6	0.9	95
COC(=O)c1ccc(Oc2nc(C)cc(Oc3ccccc3)n2)cc1	3	5	-4	103	2	-0.1	18	2	0.8	98
C=CCNC(=O)CSc1nnc(-c2cccs2)o1	2	18	1	102	8	-0.1	-6	0	1.1	100
CCNC(=O)N1C(=O)C2(OCCO2)c2cc(Br)ccc21	2	-10	1	105	5	0.1	11	-10	0.9	110
CC1=CC(C)C(/C=N/n2cnnc2)C(C)C1 (centres undefined)	2	6	-14	115	7	0.4	22	1	0.8	99
Cc1ccc2nc(-c3ccc4c(c3)OCCO4)cc(C(=O)O)c2c1	-4	7	5	101	-22	-0.3	-2	1	1	99
CNC(=O)CN(c1ccc(C(C)C)cc1)S(C)(=O)=O	0	-5	-4	104	3	-0.4	9	5	0.9	98
Cn1cc(SCC(=O)NCC2CCCO2)c2ccccc21 (centres undefined)	6	nt	nt	nt	-8	nt	9	nt	0.9	nt
O=C(COC(=O)c1ccccc1)Nc1ccccc1N1CCOCC1	5	-8	1	101	-4	-0.4	8	8	0.9	90
CC1CCCCN1c1nc2nonc2nc1N1CCCCC1C (centres undefined)	5	4	-2	104	0	-0.2	9	-3	0.9	103
O=C(Cn1c(=S)[nH]c2ncccc2c1=O)NCCc1ccccc1	5	-7	5	97	15	0.1	-7	-4	1.1	104

Bioassay records (PubChem BioAssay)
